Tat transport: inhibitors of E. coli Tat protein transport. E. coli MC4100 TorA-mCherry Tat export, fluorescence. inhibition, % at 10 µM. 0.036% of 340,000 active. AID 488895;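 active = mean replicate inhibition at least 50% and at least half of replicates individually reaching 50%; inconclusive = only one of the two criteria met; inactive = neither criterion met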;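 also: exported cargo escapes ClpAP degradation while cytoplasmic cargo is degraded and loses fluorescence; 0% = median of neutral control wells and 100% = median of NaSCN control wells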
CAL PDZ inh: inhibitors of human CAL PDZ peptide binding | Q9HD26 | purified CAL PDZ, TMR-peptide fluorescence polarization, 1 h | inhibition, % at 20 µM | 0.02% of 330,000 active;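 active = highest replicate inhibition of at least 40%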;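 also: plate controls were DMSO neutral control wells for no effect and unlabeled competitor peptide control wells for full effect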
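Material: tagged CAL PDZ protein CerCALP, purified; buffer or medium: sodium phosphate/NaCl buffer pH 7.4 with TCEP, IgG, Thesit; also added: fluorescent TMR peptide probe; schedule: 1 h incubation at room temperature before polarization reading; technique: fluorescence polarization from S- and P-plane intensities, G-factor corrected; control set: unlabelled peptide and DMSO controls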
PvdQ acylase: P. aeruginosa PvdQ acylase inhibition | purified PvdQ acylase, fluorescence plate reader | inhibition, % at 10 µM | 0.063% of 340,000 active | AID 488965; in the data active = inhibition above about 30%, passing the limit was not always enough; inconclusive = no clear call, values can overlap the other calls;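 also: 0% = vehicle neutral wells and 100% = reference inhibitor wells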
Rtt109 Vps75: inhibitors of Candida albicans Rtt109/Vps75 histone acetyltransferase; inhibition, % at 34.9 µM; AID 540336; purified Rtt109/Vps75, ThioGlo CoA-SH fluorescence, 4 h; 0.16% of 330,000 active;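 active = inhibition of at least 50% in every replicate; inconclusive = best replicate reaches 50% inhibition but some replicates fall short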
Target sequence (Q5AAJ8 whole entry, looked up): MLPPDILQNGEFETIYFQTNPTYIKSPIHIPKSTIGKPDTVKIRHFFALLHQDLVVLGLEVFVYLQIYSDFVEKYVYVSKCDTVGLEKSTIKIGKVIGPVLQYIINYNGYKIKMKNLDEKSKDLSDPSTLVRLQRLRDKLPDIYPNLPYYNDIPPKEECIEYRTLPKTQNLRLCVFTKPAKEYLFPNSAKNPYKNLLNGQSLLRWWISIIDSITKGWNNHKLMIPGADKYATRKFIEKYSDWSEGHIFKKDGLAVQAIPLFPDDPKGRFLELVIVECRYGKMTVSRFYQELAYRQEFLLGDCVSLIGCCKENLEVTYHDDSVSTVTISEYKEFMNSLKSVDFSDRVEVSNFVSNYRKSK
Wnt act: activates Wnt/beta-catenin signaling in a reporter cell assay; activator, plate reader; activation, % at 9.35 µM; 1.2% of 300,000 active; in the data active = activation above about 30%, passing the limit was not always enough; inconclusive = no clear call, values can overlap the other calls;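 also: 0% = neutral control wells and 100% = positive control wells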
DAGLB inhibitor: diacylglycerol lipase beta (human) inhibition | HEK293T DAGLB membrane lysate, EnzChek fluorogenic substrate | Q8NCG7 | 0.059% of 340,000 active | inhibition, % at 5.17 µM; in the data active = inhibition above about 34%;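 also: 0% = enzyme with vehicle and 100% = wells lacking enzyme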
AddAB inh: less growth of phage-infected E. coli with AddAB; E. coli expressing H. pylori AddAB, absorbance growth; inhibition, % at 11.9 µM; 0.29% of 330,000 active; AID 435030; in the data active = inhibition above about 12%;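 also: 0% = vehicle wells of infected cells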
PfHsp90 set2: inhibits growth of yeast expressing Plasmodium falciparum Hsp90; S. cerevisiae expressing PfHsp90, BacTiter-Glo ATP, 48 h; yeast lacking PDR1 and PDR3 efflux regulators; inhibition, % at 9.4 µM; 0.32% of 310,000 active;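 active = every replicate shows inhibition above about 80%, whatever the replicate mean, limit read from the data; inconclusive = mean inhibition reaches the set limit but some replicate falls short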;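 also: 0% = DMSO neutral controls and 100% = 20 µM radicicol positive controls; yeast relying on Plasmodium falciparum Hsp90 in place of its own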
phage Ecoli inh: E. coli growth loss with phage present. 0.26% of 360,000 active. inhibition, % at 11.9 µM. growth absorbance. AID 651602; in the data active = inhibition above about 11%
E coli growth: bacterial growth inhibition, counter-screen for AddAB inhibitors; E. coli V3065 growth, OD600 absorbance, 18 h; inhibition, % at 11.9 µM; 0.27% of 330,000 active; AID 449728;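 active = inhibition above the campaign's mean inhibition across all tested compounds plus 3 SD, cut at about 9.9% in these data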;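 also: uninfected addAB+ strain grown without phage in ampicillin broth; 0% = DMSO wells and 100% = ciprofloxacin 0.95 µg/ml wells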
An asterisk follows results filed as active; ? = inconclusive; / = no result given; & = joins results of further samples. An excerpt; rates above refer to the full screens.

SMILES,CAL PDZ inh,PfHsp90 set2,E coli growth,Rtt109 Vps75,AddAB inh,phage Ecoli inh,DAGLB inhibitor,PvdQ acylase,Wnt act,Tat transport
CNC(=O)O/N=C/c1nn(C(=O)C(C)(C)C)cc1Br,0.4,21,0.4,4,0.2,2.4,-1,-11,1,-3
COc1ccc(N=Cc2c(O)n(Cc3ccccc3)c(=S)[nH]c2=O)c(OC)c1,-0.3,-1,3.2,1,-1.2,1.7,0,8,6,0
Cc1nc2ccccc2c(=O)n1-c1cc(F)ccc1F,-1.1,2,4.3,6,1.4,1.4,1,4,-2,-5
CSc1ccccc1C(=O)C1CCCN(Cc2ccncc2)C1 (stereo not given),-1.9,3,0.1,-9,3.6,2.6,0,-3,1,4
CCCCn1c(O)c(C(C)=NCCCN(C)C)c(=O)[nH]c1=O,-0.6,/,-1.1,4,3.3,0.6,-1,7,0,8
CCC1CN1P(=O)(Oc1ccc(Cl)cc1)N1CC1CC (stereo not given),-0.5,0,/,-9,/,0.7,-2,-4,-1,6
CCCCC(CC)CNCC(O)c1ccccc1 (stereo not given),-1.8,-9,1.4,-2,0.4,0.5,-2,-1,3,4
CSc1ncc(/C=C2/C(=O)NC(=O)N(C3CCCCC3)C2=O)cn1,-0.1,3,1.4,3,2.8,0.8,11,-15,/,3
O=c1[nH]c(CN2CC=C(c3ccccc3)CC2)nc2cc(C(F)(F)F)ccc12,-1.3,-4,-1.4,3,-1.0,-0.1,4,-15,/,-11
C[C@H]1CCCC(=O)CCCCCc2cc(O)cc(O)c2C(=O)O1,0.2,-18,-4.6,2,-3.6,3.5,-6,-7,1&-2,-6
O=c1[nH]c(=O)n(Cc2ccc(F)cc2)c(O)c1C=NCC1CCCO1 (stereo not given),/,-9,-2.7,11,-2.6,1.4,2,7,/,-16
CCOC(=O)c1c(C=O)c2ccccc2n1Cc1ccccc1,0.5,-20,0.1,2,-1.7,2.3,-7,2,2,1
CC(=O)N(C1=NCCCS1)c1ccccc1Cl,-1.6,4,1.0,0,0.3,3.8,2,7,-3,-2
CCC12C=CCN3CCC4(c5cc(Br)c(OC)cc5N(C)C4C(O)(C(=O)OC)C1OC(C)=O)C32 (stereo not given),-1.9,5,-2.5,-6,0.3,2.2,4,-13,-6,5
O=C1C2(c3ccccc3)CN3CN(C2)CC1(c1ccccc1)C3,-1.8,9,-1.8,-6,3.8,0.2,1,-10,/,-2
CCOc1c(P(=S)(N(C)C)N(C)C)c(C)nn1-c1ccccc1,-0.5,1,-0.2,3,2.3,1.6,-5,-17,/,-1
CCc1nn(CC(=O)N2CCC3(CC2)OCCO3)c(=O)c2cc3ccccc3n12,-0.3,-32,1.3,-18,7.1,2.2,-2,-25,0,8
CCCCCn1c(=O)c(C(=O)Nc2ccccc2N)c(O)c2ccccc21,0.7,12,-0.3,-3,3.6,-1.2,-2,6,-1,-11
CC12CCC(=O)C=C1C=CC1C2CCC2(C)C(O)CCC12 (stereo not given),0.2,/,/,-8,/,3.6,0,-4,-8,4
COC(=O)C1=C(c2c(C)noc2C)C[C@@H]2CC[C@H]1N2C(=O)NC1CCCCC1,0.0,7,-2.1,-5,-0.3,0.5,-1,3,-1,-4

6 entries drawn at random from those above:
SMILES,CAL PDZ inh,PfHsp90 set2,E coli growth,Rtt109 Vps75,AddAB inh,phage Ecoli inh,DAGLB inhibitor,PvdQ acylase,Wnt act,Tat transport
CC12CCC(=O)C=C1C=CC1C2CCC2(C)C(O)CCC12 (stereo not given),0.2,/,/,-8,/,3.6,0,-4,-8,4
CCCCn1c(O)c(C(C)=NCCCN(C)C)c(=O)[nH]c1=O,-0.6,/,-1.1,4,3.3,0.6,-1,7,0,8
CSc1ccccc1C(=O)C1CCCN(Cc2ccncc2)C1 (stereo not given),-1.9,3,0.1,-9,3.6,2.6,0,-3,1,4
CC(=O)N(C1=NCCCS1)c1ccccc1Cl,-1.6,4,1.0,0,0.3,3.8,2,7,-3,-2
CCCCC(CC)CNCC(O)c1ccccc1 (stereo not given),-1.8,-9,1.4,-2,0.4,0.5,-2,-1,3,4
CCc1nn(CC(=O)N2CCC3(CC2)OCCO3)c(=O)c2cc3ccccc3n12,-0.3,-32,1.3,-18,7.1,2.2,-2,-25,0,8

Carrying on.
SMILES,CAL PDZ inh,PfHsp90 set2,E coli growth,Rtt109 Vps75,AddAB inh,phage Ecoli inh,DAGLB inhibitor,PvdQ acylase,Wnt act,Tat transport
O=c1[nH]c(=O)n(Cc2ccco2)c(O)c1/C=N/N1CCCCCC1,0.1,9,-3.1,6,1.2,1.7,-2,2,-4,-2
Cc1nonc1OCCNCCNc1ccc([N+](=O)[O-])c2cccnc12,-2.6,4,-1.9,/,0.5,3.4,2,-13,-2,-3
CSC1=NP(=S)(SC)N2CCCC2=C1C#N (stereo not given),/,/,-1.0,3,-0.2,3.0,0,-19,/,-3
Oc1ccc(C[C@H]2NCCc3cc(O)c(O)cc32)cc1O,/,-45,/,-7,/,-1.8,-2,-10,1,5
O=C1CCN(C(=O)CNC(=O)Cc2ccccc2)CC1,-0.5,-13,-0.2,-5,3.4,2.5,0,-15,1,3
CC(=O)N1N=C2C3CCN(CC3)C2C1c1ccccc1 (stereo not given),-3.0,-17,1.4,30,2.0,2.5,-2,0,/,-8
[O-][n+]1onc2c1CCC1N(O)CCC21O (stereo not given),/,/,-3.9,-13,-1.3,0.9,1,-10,/,12
O=C1NC(=O)C(CCc2ccncc2)(Cc2ccc(OCc3ccccc3)cc2)C(=O)N1,0.5,-6,0.2,7,-0.5,2.9,-5,0,-3,15
COc1ccc(NC2=NC(C)(C)CS2)cc1,-0.8,/,4.5,-3,1.5,2.9,-1,-11,7,-15
N=Cc1c(O)n(-c2cccc(Cl)c2)c(=O)[nH]c1=O,-0.2,7,0.8,-4,1.0,4.2,0,-9,7,7
CSc1ccc(C(=O)C(C)(C)N2CCOCC2)cc1,0.5,-1,-1.1,0,3.4,1.8,-3,-15,-2,1
Cc1ccc(N2C(=O)CC(=O)NC2=O)c(C)c1,0.0,4,-1.7,17,3.0,3.4,-1,4,2,4
Brc1ccccc1,0.1,/,-1.8,-14,2.2,0.8,1,-11,-1,-6
CCOC(=O)C1(c2ccccc2)CCN(CC(=O)Nc2cccc3ccccc23)CC1,0.4,-8,0.3,1,0.8,-1.5,-6,-14,-4,4
CCCCCOc1ccc(C)cc1CN(CCCl)CCCl,0.4,-3,4.5,15,1.4,2.9,/,-12,2,-3
CN1C2CCC1CC(OC(c1ccccc1)c1ccccc1N)C2 (stereo not given),0.9,-7,0.7,2,0.9,3.3,1,0,-3,9
COC(=O)C1=Nc2ccccc2/C1=C\c1c(O)n(-c2ccc(Br)cc2)c(=O)[nH]c1=O,-2.9,-16,2.1,11,-0.6,0.9,5,-7,-2,2
Cc1ccc(-c2nc(CS(=O)CC(=O)N3CCC4(CC3)OCCO4)c(C)o2)cc1 (stereo not given),0.1,13,0.2,4,0.9,2.3,2,-17,-2,-9
Oc1ccc(Cl)cc1Cc1ccccc1,-1.7,-18,/,?,/,2.2,-6,-4,-3,6
CC(=NCCCN1CCCCC1)c1c(O)n(Cc2ccccc2)c(=O)[nH]c1=O,-4.0,19,0.2,28,1.9,1.5,-3,9,/,-4

The list goes on:
SMILES,CAL PDZ inh,PfHsp90 set2,E coli growth,Rtt109 Vps75,AddAB inh,phage Ecoli inh,DAGLB inhibitor,PvdQ acylase,Wnt act,Tat transport
Cc1onc(-c2c(Cl)cccc2Cl)c1/C(N)=N/OC(=O)N(C)C,-0.8,5,0.5,-4,2.2,4.1,-3,12,2,-18
O=C(Nc1ccc(Cl)cc1)N1CC2CC(C1)c1cccc(=O)n1C2 (stereo not given),0.2,-17,2.1,-1,2.6,5.0,1,-14,3,-8
Cc1ccc(CN2CCSc3ccc(C(=O)N4CCC5(CC4)OCCO5)cc32)cc1,-1.9,-5,-1.6,1,-1.1,1.8,2,1,-1,10
O=C(CCC(=O)N1CCC2(CC1)OCCO2)Nc1nnc(C(F)(F)F)s1,-2.7,-39,-0.4,-1,0.3,2.4,0,-13,-2,-1
O=[N+]([O-])c1ccc(C2[C@H]3C(c4ccccc4)=NC4(CCCC4)N23)cc1 (stereo not given in full),-0.5,0,-1.9,14,1.7,1.9,-2,4,-3,4
CCc1n[nH]c(CCN)n1,-1.8,-10,0.3,5,1.8,-0.9,-1,-12,-4,-5
Cc1ccc2c(c1)cc1c(=O)n(CC(=O)N3CCC4(CC3)OCCO4)nc(C)n12,-2.0,23,3.0,0,2.3,0.6,2,-12,-2,-3
C=Cn1ccnc1P(O)(=S)c1nc(C)c(CCOC(C)=O)s1 (stereo not given),-2.6,12,-1.8,4,2.8,-0.6,2,0,-1,-2
O=C(c1ccc(N2CC3CC(C2)c2cccc(=O)n2C3)c([N+](=O)[O-])c1)N1CCCC1 (stereo not given),0.5,-4,1.9,-10,7.8,0.1,2,-11,1,-10
CCCc1c(C)nc(-c2ccc(C)cc2)nc1OC(=O)N(C)C,-0.8,0,2.3,2,4.8,2.8,-7,-6,-1,-1
O=C1C=Cc2ccccc2C1=O,/,/,-0.8,2,-2.4,/,/,-3,/,-7
NC(Cc1ccccc1)c1nc2ccccc2[nH]1 (stereo not given),-1.7,-3,1.0,3,0.8,1.5,1,-2,3,4

Bioassay records as filed in PubChem.
